PG9 binder: binds the HIV-1 gp120 antibody PG9. 0.43% of 360,000 active. TR-FRET gp120-PG9 antibody binding. inhibition, % at 6.7 µM; in the data active means inhibition above about 8.5%
LEDGF integ inh: blocks HIV-1 LEDGF/p75-dependent DNA integration. TR-FRET IN-LEDGF/p75 DNA integration, Eu/Cy5. inhibition, % at 3.7 µM. 0.64% of 370,000 active. AID 743269;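 active means inhibition above the screen-wide mean plus 3 SD, cut at about 13% in these data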;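 further: signal is the Cy5 over europium emission ratio at 671 and 618 nm; 0% = plate median of compound wells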
SIAE primary: blocks human sialic acid acetylesterase; inhibition, % at 9.66 µM; SIAE FP-Rh probe binding, fluorescence polarization; Q9HAT2; 0.69% of 370,000 active;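 active means inhibition above a cutoff: mean of compounds within the control limits plus 3 SD of those, cut at about 17% in these data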;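 further: 0% = plate median of compound wells and 100% = probe without SIAE protein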
Target sequence (Q9HAT2 whole entry, looked up): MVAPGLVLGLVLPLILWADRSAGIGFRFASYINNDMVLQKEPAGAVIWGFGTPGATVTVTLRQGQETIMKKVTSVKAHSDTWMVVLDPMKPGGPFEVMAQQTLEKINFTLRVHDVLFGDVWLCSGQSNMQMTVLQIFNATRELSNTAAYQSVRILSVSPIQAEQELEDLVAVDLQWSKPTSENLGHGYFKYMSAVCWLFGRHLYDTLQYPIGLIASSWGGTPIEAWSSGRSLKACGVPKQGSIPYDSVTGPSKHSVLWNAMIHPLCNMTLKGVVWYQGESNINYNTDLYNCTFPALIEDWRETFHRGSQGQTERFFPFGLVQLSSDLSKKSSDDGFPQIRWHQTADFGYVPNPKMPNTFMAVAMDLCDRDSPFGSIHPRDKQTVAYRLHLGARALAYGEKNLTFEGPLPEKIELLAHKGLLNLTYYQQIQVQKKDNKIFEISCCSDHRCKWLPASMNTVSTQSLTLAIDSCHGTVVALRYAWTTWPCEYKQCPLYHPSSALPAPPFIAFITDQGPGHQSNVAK
TDP2 inh: TDP2 (human) inhibition, absorbance primary screen; inhibition, % at 12.8 µM; recombinant TDP2, T5PNP hydrolysis, p-nitrophenol absorbance 415 nm; AID 720702; 0.34% of 370,000 active;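 active means inhibition above the mean of all tested compounds plus 3 SD, set per campaign, cut at about 25% in these data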;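 further: 0% = DMSO with enzyme and 100% = buffer with substrate but no TDP2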
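System – recombinant human TDP2 · Quantity – TDP2 enzyme at 120 nM final · Doses – single concentration, 12.8 µM nominal, with 1% DMSO · Incubation – 2 h at 37 °C · Measured by – epi absorbance of p-nitrophenol freed from T5PNP by hydrolysis · Read-out – % inhibition relative to enzyme-containing and enzyme-free wells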
PRMT1 inh: blocks human protein arginine methyltransferase 1 | recombinant PRMT1, activity-based probe fluorescence polarization | inhibition, % at 2.79 µM | 1.3% of 370,000 active | AID 652257;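 active means inhibition above about 21% made by adding two undisclosed values, limit read from the data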
Target sequence (Q99873 whole entry, looked up): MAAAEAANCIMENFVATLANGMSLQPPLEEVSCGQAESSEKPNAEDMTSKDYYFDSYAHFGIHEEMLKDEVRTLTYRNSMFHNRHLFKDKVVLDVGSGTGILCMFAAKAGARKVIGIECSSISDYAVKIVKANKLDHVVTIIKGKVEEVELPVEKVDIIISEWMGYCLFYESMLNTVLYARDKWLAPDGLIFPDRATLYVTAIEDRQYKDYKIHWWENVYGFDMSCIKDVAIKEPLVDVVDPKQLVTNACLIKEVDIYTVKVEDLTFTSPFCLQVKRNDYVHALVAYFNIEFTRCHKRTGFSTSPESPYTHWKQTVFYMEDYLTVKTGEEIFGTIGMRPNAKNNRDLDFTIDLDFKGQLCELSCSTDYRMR
TCR CD3 inh: human TCR-CD3 binding inhibition; TAMRA-labeled TCR probe fluorescence, biochemical; inhibition, % at 9.4 µM; 0.37% of 360,000 active; AID 651800; in the data active means inhibition above about 19%;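 further: recombinant mutant TCR 2C K166C tagged with TAMRA read by polarization; 0% = receptor in buffer alone and 100% = receptor with positive control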
DDE Tn7 FP inh: DD(E)-Tn7 binding inhibition, primary FP screen; P02675; inhibition, % at 8.3 µM; FP displacement of FITC-Tn7 peptide from fibrin DD(E); 0% = median of compound wells per plate; 0.13% of 370,000 active;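 active means inhibition above the mean of compounds falling within the control limits plus 3 SD of them, cut at about 14% in these data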;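 further: 0% = plate median of compound wells and 100% = 10 µM Aha-Tn7 peptide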
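Assay system: human fibrin DD(E). Input: DD(E) 2 µM final. Medium: Tris buffer with calcium and detergent, pH 7.8. Compound dosing: single point at 8.3 µM. Timing: 10 min plus 3 h, room temperature. Technique: fluorescence polarization of the labelled Tn7 tracer. Read-out: percent inhibition. Replicates: singlicate testing.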
ABHD4 inh: ABHD4 (mouse) inhibition, primary FP screen. Q8VD66. 0.54% of 370,000 active. inhibition, % at 8.92 µM. purified mABHD4, FP-Rh probe fluorescence polarization;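 active means inhibition exceeding the mean over every tested compound plus 3 SD, cut at about 30% in these data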;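 further: 0% = plate median of compound wells and 100% = S159A mutant with DMSO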
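system = mouse ABHD4 enzyme, wild type | medium = HEPES pH 7.0, NaCl, Pluronic buffer | also added = FP-Rh probe | incubation = Enzyme–compound pre-incubation 45 min, then probe 60 min, both 25 °C | technique = fluorescence polarization, excitation 525 nm, emission 598 nm, BODIPY TMR filters | controls = S159A mutant high control, sample median low control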
HTRA1 inhibitor: HTRA1 (human) protease inhibition; 0.5% of 340,000 active; inhibition, % at 5.96 µM; recombinant HTRA1, FP-rhodamine activity-based probe, fluorescence polarization; Q92743; in the data active means inhibition above about 36%;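 further: 0% = enzyme with DMSO and 100% = wells lacking enzyme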
UHRF1 MBD2 ctr: blocks human UHRF1 binding to methylated DNA; AID 687016; Q96T88; inhibition, % at 4.4 µM; 0.75% of 370,000 active; UHRF1 binding to methylated oligo, TR-FRET; in the data active means inhibition above about 21%;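 further: UHRF1 SRA domain binding a hemimethylated CpG hairpin DNA probe; 0% = median of test compound wells and 100% = reference inhibitor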
Active calls of the source: *; · = not tested or not shown.

SMILES	PG9 binder	LEDGF integ inh	SIAE primary	TDP2 inh	PRMT1 inh	TCR CD3 inh	DDE Tn7 FP inh	ABHD4 inh	HTRA1 inhibitor	UHRF1 MBD2 ctr
Cc1ccsc1/C=N/NC(=O)c1cc(-c2ccncc2)nc2ccccc12	-0.5	0	-2	-3	3	1	-8	-4	16	-1
CSC[C@H]1CN(c2ccccc2)C(=O)[C@@H]1CC(=O)Nc1ccccc1	-0.2	3	-11	-14	-3	-1	-4	-5	0	-1
O=C(CCn1nnc(-c2cccs2)n1)N1CCc2ccccc2C1	-1.2	5	-4	-5	-2	3	-8	-6	0	0
O=C(NC1CC1)C1CCN(C2CCN(C(=O)/C=C/c3ccc(F)cc3)CC2)CC1	1.6	-1	3	4	1	-5	4	2	-4	0
Cc1ccc(S(=O)(=O)c2cc(N3CCOCC3)nc(-c3ccccc3)n2)cc1	1.5	3	5	0	-2	-10	2	0	0	-1
CCSc1nnc(-c2ccc(OC)cc2)o1	0.5	1	6	7	0	2	3	5	0	-2
Cn1c(=O)c(C(=O)COC(=O)c2cc(C(F)(F)F)nc3ccccc23)c(N)n(Cc2ccccc2)c1=O	0.3	-4	-71	-3	2	8	9	-12	·	0
Cc1cn([C@H]2C[C@H](O)[C@@H](CNCc3ccc(N4CCN(C)CC4)cc3F)O2)c(=O)[nH]c1=O	2.0	2	1	-17	-2	1	-13	6	-3	-1
Fc1ccc(CNCc2ccccc2Cl)cc1	-0.1	1	-1	6	6	-6	10	13	1	2
COC(=O)c1ccc(NC(=O)CO/N=C2\CCCc3nonc32)cc1	1.0	-2	5	6	-3	4	0	-4	0	0
C=CCn1c(-c2ccccc2)cc(SC)c(C#N)c1=O	-1.4	4	-3	-6	-3	3	-6	-8	-27	3
CCN(C(=O)C1CCCO1)c1ccccc1 (centres undefined)	0.7	0	-4	19	-4	2	-2	-6	5	-2
COc1ccc(N(C(C)=O)S(=O)(=O)c2cccs2)cc1	-2.2	1	-2	-8	-2	-1	-4	-1	4	3
CC(Oc1ccc2c(c1)c1ccnc3c4ccccc4c(=O)n2c13)C(=O)NCCN1CCOCC1 (centres undefined)	1.7	0	-19	6	3	13	-1	4	-34	15
CCOC(=O)CSc1nc(N)c(C(=O)Nc2ccc(N(C)C)cc2)s1	-8.5	-9	6	-2	1	2	1	10	1	-2
CCC(CC)=NNC(=O)c1ccccc1OCc1ccc(F)cc1	-0.7	1	5	20	0	-2	4	7	-44	0
CC(=O)Nc1ccc(NC(=O)CSCCc2ccccn2)cc1	3.3	1	-2	4	-1	0	2	1	0	-1
O=C(c1cnn2c(C(F)(F)F)cc(-c3cccs3)nc12)N1CCOCC1	-2.3	0	0	-6	-2	-2	3	-2	6	1
O=C1COc2ccc(S(=O)(=O)Nc3ccc(F)cc3)cc2N1	-0.2	-5	5	-7	1	-8	-2	9	1	2
CCSc1nnc(SCC(=O)NNC(=O)c2ccccc2F)s1	-0.7	2	14	25*	-1	8	3	2	6	-2
O=C1c2ccccc2-c2ccc(C(=O)N3CCOCC3)cc21	-2.6	2	4	4	-2	-5	-4	4	-2	-2
Cc1nn(C)cc1S(=O)(=O)Nc1ncccn1	-0.4	1	0	-7	-1	-2	-8	2	-4	1
CC(=O)Oc1cccc(C(=O)Nc2ccccc2NC(=O)c2cccc(OC(C)=O)c2)c1	-3.6	1	6	12	-5	4	-3	0	17	3
COc1ccc(CCN(C)C(=O)c2ccc(C)c(S(=O)(=O)N3CCCCC3)c2)cc1OC	0.0	5	4	4	-2	1	6	-3	11	-1
CN1CCNC(=O)C1CC(=O)N1CC=C(c2ccc(F)cc2)CC1 (centres undefined)	1.4	5	-1	-2	-2	3	-6	4	2	5
CCOC(=O)C1CCC(=O)N1Cc1c[nH]c2ccccc12 (centres undefined)	-0.8	2	-4	-5	-4	2	1	3	·	0
OCCN1CCN(CC(O)COc2ccc3c(c2)OCO3)CC1 (centres undefined)	-1.9	-1	11	4	-4	9	0	-1	1	-1
CCCCn1c(SCC(=O)c2ccc3c(c2)NC(=O)CO3)nc2cc(S(N)(=O)=O)ccc21	-0.4	3	-15	-10	2	-3	-7	-9	-25	1
Nn1c(Cc2ccccc2F)nnc1SCCOc1ccc(Cl)cc1	0.2	-4	0	-9	1	3	1	-4	-3	-4
COc1ccc(Br)cc1CN1CCN(c2ncccn2)CC1	-3.1	0	2	4	-1	-8	-3	7	-3	1
COc1ccc(-c2cnnc(N/N=C/c3ccc(O)c(O)c3)n2)cc1	-2.1	-4	5	6	6	49*	8	21	60*	-4
CCOc1ccc(N(CC(=O)NCCc2ccccc2)C(=O)CCC(=O)Nc2nccs2)cc1	-1.4	-3	-2	-1	-1	-9	10	0	-12	0
COCCNC(=S)N(C)[C@H]1C[C@H]2c3cc(-c4ccccc4)ccc3CCN2C(=O)[C@H]1[C@H](C)O	-1.9	3	-5	-4	1	-3	-3	-2	-3	-3
CCOC(=O)c1ccc(S(=O)(=O)N2CCN(CC(O)COc3cccc(C(C)=O)c3)CC2)cc1 (centres undefined)	-2.9	-3	6	10	-4	6	-4	-4	-7	-2
CCC(=O)Nc1cc(OC)cc(OC)c1	1.3	0	0	6	-1	1	-1	-2	1	2
Cc1cc([N+](=O)[O-])nn1CCC(=O)Nc1nccs1	-3.3	8	2	-4	-2	-5	-4	-11	3	4
CN(C)C1CN(Cc2cn(Cc3ccccc3)nn2)S(=O)(=O)C1 (centres undefined)	-1.2	2	4	1	3	-4	4	3	·	1
CCc1cccc(NS(=O)(=O)c2c(C)nc3sc(CC)nn3c2=O)c1	-1.1	-2	-2	-1	0	-4	0	-2	-13	0
O=C(O)CCCn1cc(NC(=O)COc2ccccc2[N+](=O)[O-])cn1	0.8	-3	3	21	-3	5	9	2	·	0
COC(=O)c1cn(-c2ccccc2)c(C)c1C(=O)OC	-0.1	5	0	-9	-1	-12	-3	0	-1	8
Cc1cc(C)nc(SCC(=O)c2ccc(O)c(O)c2)n1	-2.5	11	6	2	49*	9	-5	23	13	3
Cc1nc(N2CCN(Cc3ccccc3)CC2)[nH]c(=O)c1C	2.2	1	5	6	1	-7	-5	1	2	-2
CC(C)Oc1cccc(C(=O)NC2=NCCS2)c1	2.2	2	-1	5	0	-1	-3	1	2	-5
COc1ccc(S(=O)(=O)c2c(N)n(Cc3ccco3)c3nc4ccccc4nc23)cc1	0.7	15*	-8	-1	28*	-7	2	-13	6	0
COc1cc([C@H]2OC[C@H]3[C@@H]2CO[C@@H]3c2ccc(O[C@H]3O[C@H](CO)[C@@H](O)[C@H](O)[C@H]3O)c(OC)c2)ccc1O[C@@H]1O[C@H](CO)[C@@H](O)[C@H](O)[C@H]1O	-0.1	-2	-6	-7	-2	10	0	0	-1	-3
COc1ccc(N=C2SC(C(N)=O)CC(=O)N2CCc2ccc(OC)c(OC)c2)cc1 (centres undefined)	0.5	2	-1	-13	1	4	-4	-3	3	6
Nc1nc(-c2ccc(C(=O)O)cc2)cs1	-0.4	-1	-4	4	3	3	7	0	2	0
COc1ccc(-c2[nH]ncc2CN(C)C(C)c2cccs2)c(F)c1 (centres undefined)	1.7	0	-2	-9	-2	-2	-7	-5	-9	4
COc1cccc(OC)c1C(=O)N1CC(C)OC(C)C1 (centres undefined)	-3.3	-2	0	11	-2	-1	-4	1	5	-1
COc1cc(/C=C/C(=O)OCC(=O)Nc2cc(C)on2)ccc1OCC#N	-1.3	2	-3	26*	-3	3	3	-1	1	-2
COc1c(S(=O)(=O)N2CCN(C)CC2)ccc(Cl)c1Cl	0.7	-1	4	-9	3	-11	-6	9	-3	2
Cn1c(=O)n(Cc2ccc(Cl)cc2)c(=O)c2c1nc1n2CCN1Cc1ccco1	2.0	2	0	-16	4	-9	-2	-14	0	4

In the list so far, these contain fluorine:
SMILES	PG9 binder	LEDGF integ inh	SIAE primary	TDP2 inh	PRMT1 inh	TCR CD3 inh	DDE Tn7 FP inh	ABHD4 inh	HTRA1 inhibitor	UHRF1 MBD2 ctr
O=C(NC1CC1)C1CCN(C2CCN(C(=O)/C=C/c3ccc(F)cc3)CC2)CC1	1.6	-1	3	4	1	-5	4	2	-4	0
Cn1c(=O)c(C(=O)COC(=O)c2cc(C(F)(F)F)nc3ccccc23)c(N)n(Cc2ccccc2)c1=O	0.3	-4	-71	-3	2	8	9	-12	·	0
Cc1cn([C@H]2C[C@H](O)[C@@H](CNCc3ccc(N4CCN(C)CC4)cc3F)O2)c(=O)[nH]c1=O	2.0	2	1	-17	-2	1	-13	6	-3	-1
Fc1ccc(CNCc2ccccc2Cl)cc1	-0.1	1	-1	6	6	-6	10	13	1	2
CCC(CC)=NNC(=O)c1ccccc1OCc1ccc(F)cc1	-0.7	1	5	20	0	-2	4	7	-44	0
O=C(c1cnn2c(C(F)(F)F)cc(-c3cccs3)nc12)N1CCOCC1	-2.3	0	0	-6	-2	-2	3	-2	6	1
O=C1COc2ccc(S(=O)(=O)Nc3ccc(F)cc3)cc2N1	-0.2	-5	5	-7	1	-8	-2	9	1	2
CCSc1nnc(SCC(=O)NNC(=O)c2ccccc2F)s1	-0.7	2	14	25*	-1	8	3	2	6	-2
CN1CCNC(=O)C1CC(=O)N1CC=C(c2ccc(F)cc2)CC1 (centres undefined)	1.4	5	-1	-2	-2	3	-6	4	2	5
Nn1c(Cc2ccccc2F)nnc1SCCOc1ccc(Cl)cc1	0.2	-4	0	-9	1	3	1	-4	-3	-4
COc1ccc(-c2[nH]ncc2CN(C)C(C)c2cccs2)c(F)c1 (centres undefined)	1.7	0	-2	-9	-2	-2	-7	-5	-9	4

Compound activity from PubChem.
